High-throughput results: PubChem, Sanford-Burnham Center for Chemical Genomics
CXCR6 block: blocks human CXCR6 beta-arrestin recruitment; O00574; CHO-K1 PathHunter CXCR6 beta-arrestin, luminescence; inhibition, % at 20 µM; 360,000 tested, 0.36% active; AID 602244; in the data active = inhibition above about 34%, passing the limit was not always enough;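 note: antagonist mode with CXCL16 agonist at 10 nM final; 0% = 10 nM CXCL16 with DMSO and 100% = unstimulated wells without agonist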
Target sequence (O00574 whole entry, looked up): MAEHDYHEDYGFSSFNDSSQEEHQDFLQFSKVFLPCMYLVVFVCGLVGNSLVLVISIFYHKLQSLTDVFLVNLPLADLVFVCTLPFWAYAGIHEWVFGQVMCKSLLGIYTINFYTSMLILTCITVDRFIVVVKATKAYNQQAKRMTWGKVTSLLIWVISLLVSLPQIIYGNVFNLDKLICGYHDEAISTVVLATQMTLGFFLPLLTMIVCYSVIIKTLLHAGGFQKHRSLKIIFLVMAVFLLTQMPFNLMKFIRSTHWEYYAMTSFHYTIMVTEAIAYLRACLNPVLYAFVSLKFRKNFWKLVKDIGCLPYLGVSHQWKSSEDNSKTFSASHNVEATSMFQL
APJ ag: APJ receptor agonism; P35414; CHO-K1 APJ PathHunter beta-arrestin, luminescence; 0% DMSO wells, 100% apelin; activation, % at 20 µM; 330,000 tested, 0.11% active;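 active = activation more than six SD over the plate average, tested at 20 µM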;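 note: 0% = DMSO alone and 100% = apelin-13 at 10 nM; some results filed as inactive read as strong as hits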
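Incubation: overnight seeding, 90 min compound at 25 °C, 1 h detection; test system: PathHunter CHO-K1 APJ (AGTRL-1) beta-arrestin reporter cells; amount: 1000 cells/well; doses: one dose, 20 µM compound, 1% DMSO; measured by: beta-gal luminescence; measure: agonist-driven arrestin binding to APJ; benchmarks: negative DMSO alone, positive Apelin-13 at 10 nM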
CHOP UPR activ: apoptotic UPR (CHOP) activation; CHO-CHOP luciferase reporter, luminescence; percent of tunicamycin response over DMSO baseline; activation, % at 10 µM; 330,000 tested, 0.34% active; AID 449763;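 active = at 10 µM dose, activation of 40% or more, normalized to positive control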;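 note: 100% = tunicamycin at 10 µg/mL and 0% = DMSO alone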
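Assay system: CHO-CHOP cells, stable luciferase reporter of PERK-eIF2a-CHOP signalling / Buffer or medium: F12 plus 10% serum / Compound dosing: one dose, 10 µM in 0.5% DMSO / Times: 6 h compound treatment, 37 °C / Technique: luciferase luminescence / Read-out: % reporter activation, DMSO baseline versus tunicamycin full activation / Benchmarks: tunicamycin and DMSO controls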
tim23-1 inh: inhibits growth of tim23-1 mutant yeast | 330,000 tested, 1.3% active | inhibition, % at 20 µM | AID 463212 | S. cerevisiae tim23-1 growth, BacTiter-Glo luminescence, 24 h;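 active = growth inhibition of the mutant yeast at or above 50%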;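 note: temperature-sensitive mutant grown at 25 °C; plate controls were DMSO-treated mutant yeast for no effect and medium wells lacking yeast for full effect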
APJ antagonist: antagonists of human APJ apelin receptor | P35414 | CHO-K1 APJ beta-arrestin complementation, luminescence | inhibition, % at 20 µM | 330,000 tested, 0.32% active | AID 2521;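 active = inhibition above about 40% at 20 µM, limit read from the data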;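 note: cells challenged with 10 nM apelin-13 agonist together with compound; plate controls were apelin-13 plus DMSO wells for no effect and DMSO wells lacking apelin-13 for full effect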
Mdm2-MdmX inh: inhibitors of human Mdm2/MdmX interaction; O15151+Q00987; inhibition, % at 8 µM; 330,000 tested, 3% active; SaOS-2 split-luciferase Mdm2/MdmX complementation, luminescence; AID 485346;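 active = inhibition of at least 50% at 8 µM in the primary screen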
CCR6 antag: blocks CCL20-driven beta-arrestin recruitment at human CCR6. P51684. CHO-K1 CCR6 PathHunter beta-arrestin, luminescence, CCL20-stimulated. inhibition, % at 20 µM. 340,000 tested, 0.49% active. AID 493098;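 active = compounds whose inhibition of the agonist-driven luminescence signal at 20 µM reaches about 50%, limit read from the data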;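 note: cells stimulated with CCL20 at 14 nM final; plate controls were DMSO with CCL20 for no effect and DMSO without agonist for full effect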
UPR XBP1 act: activators of adaptive arm of unfolded protein response (XBP1). CHO-XBP1 luciferase reporter, IRE1-XBP1 UPR activation, luminescence; percent of tunicamycin response, DMSO as zero. activation, % at 20 µM. 330,000 tested, 0.33% active. AID 463104;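 active = versus positive control, 20 µM dose yields 30% or more activation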;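 note: 100% = tunicamycin at 10 µg/mL and 0% = DMSO only wells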
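Material: CHO cell line with stable XBP1 luciferase reporter; buffer or medium: F12 medium containing 10% fetal bovine serum; compound: single point, 20 µM final compound, 1% DMSO; incubation: 6 h treatment, 37 °C; measured by: glow luminescence from Steady-Glo reagent; evaluation: activation, % of tunicamycin; control set: tunicamycin high, DMSO low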
EBI2 antag: antagonists of human EBI2 receptor; 360,000 tested, 0.81% active; AID 651636; EBI2 beta-arrestin recruitment, luminescence, 7a,25-OHC stimulated; inhibition, % at 5 µM; in the data active = inhibition above about 38%;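 note: enzyme fragment complementation signal reports receptor beta-arrestin coupling in cells; 0% = agonist plus DMSO wells and 100% = wells without agonist; some results beyond the cut were filed as inactive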
Target sequence (P32249 whole entry, looked up, the tested form may be a part): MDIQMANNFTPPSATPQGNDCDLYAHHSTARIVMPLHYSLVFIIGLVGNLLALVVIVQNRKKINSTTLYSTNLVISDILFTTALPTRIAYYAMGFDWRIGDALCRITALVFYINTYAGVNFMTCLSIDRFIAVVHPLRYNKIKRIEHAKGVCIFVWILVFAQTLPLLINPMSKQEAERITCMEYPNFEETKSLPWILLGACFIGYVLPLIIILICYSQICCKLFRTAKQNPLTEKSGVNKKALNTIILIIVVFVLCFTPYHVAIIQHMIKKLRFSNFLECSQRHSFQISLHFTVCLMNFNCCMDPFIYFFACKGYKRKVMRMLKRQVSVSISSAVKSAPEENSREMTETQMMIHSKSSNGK
* marks the source's active call; other numbers are inactive results; . = no result given.

SMILES	CXCR6 block	APJ ag	CHOP UPR activ	tim23-1 inh	APJ antagonist	Mdm2-MdmX inh	CCR6 antag	UPR XBP1 act	EBI2 antag
CCOC(=O)C1CCN(C(=O)COC(=O)c2ccc([N+](=O)[O-])o2)CC1	-20	2	2.7	20	-99	13	1	-2	-6
O=C1C(Cl)=C(N2CCCC2)C(=O)N1c1ccccc1F	-2	0	-1.3	19	5	7	3	-5	4
N#Cc1cnn(-c2ccccc2)c1NC(=O)CN1CCOCC1	-4	2	-1.1	-2	-11	18	1	1	0
CN1CCN(NC(=O)c2cc(-c3ccc(Br)s3)nc3ccccc23)CC1	6	-1	0.7	30	-1	27	21	0	4
CC(=O)c1ccc(S(=O)(=O)NCCC(=O)OCC(=O)N(Cc2ccccc2)C(C)(C)C)cc1	-4	-4	-1.4	9	2	10	12	-2	-8
CCc1ccc(N(CC)C(=O)Cc2c(C(=O)O)n(C)c3ccccc23)cc1	4	-3	0.2	34	15	-8	3	3	-12
CC(C)c1nnc(NC(=O)CCC(=O)NCC2CCCO2)s1 (stereo not given)	1	-1	-2.3	19	2	-13	2	-2	5
Cc1ccc(C(=O)NCC(=O)N(C)CC(=O)Nc2c(Cl)cccc2Cl)s1	-4	-2	0.9	8	-39	-40	1	-3	2
CC(Sc1ccc2nnc(-c3ccc(F)cc3)n2n1)C(=O)O (stereo not given)	-3	0	0.6	-8	7	29	-11	-2	-10
O=C(Nc1c2c(nn1-c1ccc([N+](=O)[O-])cc1)CS(=O)(=O)C2)c1ccco1	7	-6	1.5	3	29	17	34	-4	4
C=CCc1ccc(OCCOCCN(C)C)c(OC)c1	-2	0	-1.2	11	-4	28	-9	-1	-2
O=C(COc1cccnc1[N+](=O)[O-])N1CCC(Cc2ccccc2)CC1	1	0	-0.8	21	-3	15	12	-3	8
CC(C)c1ccc(/C=C/C2=NNC(=O)CC2)cc1	-3	6	0.6	8	8	-49	11	-2	4
COc1ccc(Br)cc1CN(C)CC(=O)Nc1cc([N+](=O)[O-])ccc1OC	2	-3	1.9	2	-7	19	28	-3	15
Cc1ccc(NC(=O)C2CCN(C(=O)c3cccs3)CC2)cc1	-2	-3	1.3	13	0	-9	16	-3	-10
O=S(=O)(c1ccccc1OC(F)(F)F)N1CCN(c2ccnc3cc(Cl)ccc23)CC1	11	0	-0.3	41	18	59*	17	-4	18
O=c1c(-c2ccc(Cl)cc2)cnc2n1CCS2	-1	0	2.6	-3	6	-10	-5	0	2
C/C=C(/C)C(=O)O[C@@H]([C@H](O)c1cc2ccc(=O)oc2cc1OC)C(C)(C)O[C@@H]1O[C@H](CO)[C@@H](O)[C@H](O)[C@H]1O	-2	1	-1.5	-4	1	-1	-6	-2	-4
COc1ccc(CN2CC[C@@H](N3CCOCC3)[C@H](O)C2)cc1F	5	-4	-0.5	-2	4	-2	-1	-6	-6
CN(C(=O)c1ccc(S(=O)(=O)N2CCCCC2)cc1)C1CCS(=O)(=O)C1 (stereo not given)	-2	-6	-0.2	-18	-10	18	2	-2	5
COc1ccc(-c2nnc(OC)c3ccccc23)cc1	11	-4	1.8	41	11	29	23	-1	-1
CCn1c(SCC(=O)Nc2ccc3[nH]c(=O)[nH]c3c2)nc2ccccc21	-2	-2	-0.7	25	-91	-1	3	1	-2
C/C(CC(C)C)=N\Oc1nc(C)cc(C)n1	6	-3	0.3	-11	0	2	-8	2	-14
O=C(Nc1nnc(S(=O)(=O)Nc2ccccc2)s1)C1CCCCC1	-7	-3	2.9	-3	-5	7	-1	-1	-1
O=C(Cc1cccc(NC(=O)C2CCN(C(=O)C3CCCC3)CC2)c1)Nc1cccc(C(=O)N2CCCC2)c1	1	-5	1.3	12	3	8	5	-4	-17

Whole records from above. Values in the order: CXCR6 block, APJ ag, CHOP UPR activ, tim23-1 inh, APJ antagonist, Mdm2-MdmX inh, CCR6 antag, UPR XBP1 act, EBI2 antag
O=C(Nc1c2c(nn1-c1ccc([N+](=O)[O-])cc1)CS(=O)(=O)C2)c1ccco1 as listed: 7, -6, 1.5, 3, 29, 17, 34, -4, 4
CC(C)c1nnc(NC(=O)CCC(=O)NCC2CCCO2)s1 (stereo not given) as listed: 1, -1, -2.3, 19, 2, -13, 2, -2, 5

Four entries from above, sorted by their value in CXCR6 block, largest number first.
| Molecule | CXCR6 block |
| --- | --- |
| O=C(Nc1c2c(nn1-c1ccc([N+](=O)[O-])cc1)CS(=O)(=O)C2)c1ccco1 | 7 |
| C/C(CC(C)C)=N\Oc1nc(C)cc(C)n1 | 6 |
| C/C=C(/C)C(=O)O[C@@H]([C@H](O)c1cc2ccc(=O)oc2cc1OC)C(C)(C)O[C@@H]1O[C@H](CO)[C@@H](O)[C@H](O)[C@H]1O | -2 |
| CCOC(=O)C1CCN(C(=O)COC(=O)c2ccc([N+](=O)[O-])o2)CC1 | -20 |

Just Mdm2-MdmX inh, APJ ag and tim23-1 inh, for two of the compounds above:
| SMILES | Mdm2-MdmX inh | APJ ag | tim23-1 inh |
| --- | --- | --- | --- |
| C=CCc1ccc(OCCOCCN(C)C)c(OC)c1 | 28 | 0 | 11 |
| O=C(COc1cccnc1[N+](=O)[O-])N1CCC(Cc2ccccc2)CC1 | 15 | 0 | 21 |

Further compounds:
SMILES	CXCR6 block	APJ ag	CHOP UPR activ	tim23-1 inh	APJ antagonist	Mdm2-MdmX inh	CCR6 antag	UPR XBP1 act	EBI2 antag
Cc1cc(NC(=O)CSc2nc(CC(C)(C)C)nc3c2c(=O)n(C)c(=O)n3C)no1	-1	-2	1.7	18	6	6	5	1	7
NC(=O)CC[C@@H]1NC(=O)[C@H](CO)NC(=O)c2cc([N+](=O)[O-])cc(I)c2NCCC[C@@H](C(N)=O)NC(=O)[C@H](Cc2ccc(O)cc2)NC1=O	.	2	1.6	5	-14	-24	-2	-3	.
COc1ccccc1NC(=O)C(C)OC(=O)CSCC(=O)Nc1ccc(C)cc1C (stereo not given)	3	-3	-1.8	6	3	17	10	0	-4
O=C1c2cccc3cccc(c23)C(=O)N1CCCn1ccnc1	-8	-7	-0.7	15	2	-1	13	0	2
Cc1cc(C)nc(/N=C2\NC(=O)CC(C(=O)O)N2c2cccc(Cl)c2)n1 (stereo not given)	.	0	1.4	18	9	-9	.	-2	.
Cc1onc(-c2ccccc2)c1C1=N/C(=C\c2ccccc2F)C(=O)O1	5	-5	-2.7	20	11	5	11	-2	2
COc1ccc(C(=O)NCC(=O)OCC(=O)N(C)c2ccccc2)cc1	-3	-3	0.2	5	-8	-1	7	-5	-7
Cc1ccc(C(C)NC(=O)c2c(C)noc2C)cc1C (stereo not given)	1	0	0.2	-6	16	21	-10	-3	-9
NS(=O)(=O)c1ccc(CCNC(=O)CSCc2ccccc2)cc1	4	-2	-1.9	-4	-15	17	13	-6	7
CC1=C(C(=O)OC2CCCCC2)C(c2ccccc2F)NC(=O)N1 (stereo not given)	0	-2	0.7	13	-15	-1	12	-3	-9
Cn1c(=O)n(Cc2ccc(F)cc2)c(=O)c2c1nc1n2CCCN1Cc1ccccc1	17	-3	3.5	37	7	15	32	-6	34
CCCCN(Cc1ccccc1)S(=O)(=O)c1cc(Br)cc2c1N(C(C)=O)C(C)C2 (stereo not given)	7	-3	0.2	56*	1	42	31	-2	23
COc1cc(OC)nc(Oc2ccc(N)c(C)c2)n1	-4	1	-0.4	19	5	5	-7	-2	-5
CC(NC(=O)CC1CCCCC1)c1ccccc1 (stereo not given)	5	0	-0.7	8	8	1	17	-3	3
Cc1ccc(CN(C)C2CCN(C)CC2)cc1	-8	-3	2.2	-97	0	-21	7	-3	-9
COc1c(C(=O)Nc2nnc(C3CC3)s2)csc1Cl	-2	2	6.0	19	-24	-18	13	-2	7
Cc1cccc(NC(=O)Cn2cnc3c(cnn3-c3ccc(F)cc3)c2=O)c1C	-2	3	-0.7	10	-39	-24	-3	-3	6
CCOc1ccccc1C1C2=C(COC2=O)Nc2cc3c(cc21)OCO3 (stereo not given)	1	-4	1.8	13	16	69*	10	15	-12
Cn1c(N)c(C(=O)CSc2nnc(N)s2)c(=O)n(C)c1=O	3	-4	-0.7	2	5	5	2	-2	-11
COc1ccc(-c2nnc3n2N=C(C)CS3)cc1OC	-4	-3	-0.4	7	-5	-13	0	-1	-9
CCOc1ncccc1C(=O)NNC(=O)c1cccc(S(=O)(=O)Nc2ccccc2OC)c1	-6	-5	3.4	4	19	18	-3	0	-5
O=C(CSc1nnc(-c2ccc(Br)cc2)n1C1CCCCC1)N1CCCC1	-2	-6	-1.9	28	7	-2	16	0	-5
Cn1c(N2CCCC2)nc2c1c(=O)[nH]c(=O)n2C	-6	-1	-0.8	-7	-6	8	-6	-5	-7
Cn1c(C(N)=O)cnc1Sc1ncc(C(F)(F)F)cc1Cl	-5	-5	-4.1	10	13	13	4	1	3
COc1ccc(/C=C2\SC(=S)N(CC(=O)OCC(=O)Nc3cc(Cl)cc(Cl)c3)C2=O)cc1	12	1	2.6	14	-2	-14	18	-1	-3
Cc1cccc(/C=N/n2c(-c3ccco3)n[nH]c2=S)c1	2	0	-1.0	44	10	10	0	-1	-20
CN(C)c1ccc(S(=O)(=O)c2ccc(Cl)cc2)cc1	-7	9	-0.4	19	-18	-28	6	-4	0
CN(/C(=N\S(=O)(=O)c1ccccc1)C(F)(F)F)c1ccccc1	2	-4	0.0	-7	12	19	12	2	-10

Four records drawn at random from the list so far:
SMILES	CXCR6 block	APJ ag	CHOP UPR activ	tim23-1 inh	APJ antagonist	Mdm2-MdmX inh	CCR6 antag	UPR XBP1 act	EBI2 antag
CCOc1ncccc1C(=O)NNC(=O)c1cccc(S(=O)(=O)Nc2ccccc2OC)c1	-6	-5	3.4	4	19	18	-3	0	-5
O=C(CSc1nnc(-c2ccc(Br)cc2)n1C1CCCCC1)N1CCCC1	-2	-6	-1.9	28	7	-2	16	0	-5
CN(/C(=N\S(=O)(=O)c1ccccc1)C(F)(F)F)c1ccccc1	2	-4	0.0	-7	12	19	12	2	-10
CCCCN(Cc1ccccc1)S(=O)(=O)c1cc(Br)cc2c1N(C(C)=O)C(C)C2 (stereo not given)	7	-3	0.2	56*	1	42	31	-2	23

Some of the compounds tested; rates above refer to the full screens.
